Screening results from PubChem.
CCR6 antagonist = CCR6 (human) receptor antagonism; CHO-K1 CCR6 PathHunter beta-arrestin, luminescence, CCL20-stimulated; inhibition, % at 20 µM; AID 493098; hit rate 0.49% among 340,000;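 active means compounds whose inhibition of the agonist-driven luminescence signal at 20 µM reaches about 50%, limit read from the data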;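 further: cells stimulated with CCL20 at 14 nM final; plate controls were DMSO with CCL20 for no effect and DMSO without agonist for full effect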
Target sequence (P51684 whole entry, looked up): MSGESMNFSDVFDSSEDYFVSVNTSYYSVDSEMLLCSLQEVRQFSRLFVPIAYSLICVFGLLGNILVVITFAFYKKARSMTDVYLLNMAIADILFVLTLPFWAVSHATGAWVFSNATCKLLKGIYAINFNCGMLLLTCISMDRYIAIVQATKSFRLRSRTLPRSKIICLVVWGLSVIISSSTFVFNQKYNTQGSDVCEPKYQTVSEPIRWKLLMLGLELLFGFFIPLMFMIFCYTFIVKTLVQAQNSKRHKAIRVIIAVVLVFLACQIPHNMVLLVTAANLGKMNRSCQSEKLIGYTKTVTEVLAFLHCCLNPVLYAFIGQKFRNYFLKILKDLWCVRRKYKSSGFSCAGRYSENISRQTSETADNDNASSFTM
Jurkat NFkB inh = inhibitors of the PMA/ionomycin-induced NF-kB reporter in Jurkat cells. inhibition, % at 4 µM. hit rate 0.53% among 330,000. AID 435003. PMA/ionomycin-induced NF-kB luciferase reporter, luminescence; in the data active means inhibition above about 50%
UBC13 polyUb = blocks human UBC13 polyubiquitin chain formation. P61088. TR-FRET. inhibition, % at 20 µM. hit rate 0.47% among 330,000; in the data active means inhibition above about 45%, passing the limit was not always enough
Target sequence (P61088 whole entry, looked up): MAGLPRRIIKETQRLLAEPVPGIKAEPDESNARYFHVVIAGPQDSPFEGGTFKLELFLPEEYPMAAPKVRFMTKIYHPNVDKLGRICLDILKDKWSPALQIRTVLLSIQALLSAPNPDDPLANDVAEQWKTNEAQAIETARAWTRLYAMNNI
CXCR6 block = blocks human CXCR6 beta-arrestin recruitment; inhibition, % at 20 µM; CHO-K1 PathHunter CXCR6 beta-arrestin, luminescence; O00574; AID 602244; hit rate 0.36% among 360,000; in the data active means inhibition above about 34%, passing the limit was not always enough;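 further: antagonist mode with CXCL16 agonist at 10 nM final; 0% = 10 nM CXCL16 with DMSO and 100% = unstimulated wells without agonist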
Target sequence (O00574 whole entry, looked up): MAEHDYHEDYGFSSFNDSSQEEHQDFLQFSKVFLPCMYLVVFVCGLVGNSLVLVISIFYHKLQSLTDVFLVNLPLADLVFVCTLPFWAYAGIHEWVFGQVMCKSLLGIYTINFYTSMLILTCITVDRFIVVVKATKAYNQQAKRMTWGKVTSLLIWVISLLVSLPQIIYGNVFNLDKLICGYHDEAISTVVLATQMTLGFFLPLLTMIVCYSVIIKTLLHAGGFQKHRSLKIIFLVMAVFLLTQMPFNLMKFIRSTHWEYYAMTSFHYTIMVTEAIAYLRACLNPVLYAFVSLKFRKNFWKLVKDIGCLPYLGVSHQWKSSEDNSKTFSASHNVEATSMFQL
Gli-Sufu antag = blocks Gli-Sufu signaling in a luciferase reporter; hit rate 0.74% among 340,000; AID 588413; inhibition, % at 5 µM; Sufu-KO-LIGHT fibroblasts, Gli luciferase reporter luminescence;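 active means inhibition above about 55%, limit read from the data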;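 further: 0% = DMSO-treated cells and 100% = wells with medium but no cells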
APJ antagonist = antagonists of human APJ apelin receptor | P35414 | CHO-K1 APJ beta-arrestin complementation, luminescence | inhibition, % at 20 µM | hit rate 0.32% among 330,000;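 active means inhibition above about 40% at 20 µM, limit read from the data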;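 further: cells challenged with 10 nM apelin-13 agonist together with compound; plate controls were apelin-13 plus DMSO wells for no effect and DMSO wells lacking apelin-13 for full effect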
EBI2 antag = antagonists of human EBI2 receptor; P32249; EBI2 beta-arrestin recruitment, luminescence, 7a,25-OHC stimulated; inhibition, % at 5 µM; hit rate 0.81% among 360,000; in the data active means inhibition above about 38%;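 further: enzyme fragment complementation signal reports receptor beta-arrestin coupling in cells; 0% = agonist plus DMSO wells and 100% = wells without agonist; some results beyond the cut were filed as inactive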
697 NFkB inh = lowers PMA/ionomycin-induced NF-kB signal in 697 B cells | 697 B-cell NF-kB luciferase reporter, 16 h | inhibition, % at 4 µM | hit rate 0.33% among 330,000 | AID 435022; in the data active means inhibition above about 35%
* marks the source's active call; other numbers are inactive results; x = not tested or not shown.

Start of the data: the first three records (preview)
item	SMILES	CCR6 antagonist	Jurkat NFkB inh	UBC13 polyUb	CXCR6 block
1	Cc1cc(C)c(S(=O)(=O)N2CCN(S(=O)(=O)N3CCCCCC3)CC2)c(C)c1	18	-9	2	4
2	Cc1ccc2cc(CN(CCCN(C)C)C(=S)NCc3ccccc3)c(=O)[nH]c2c1C	24	-13	12	-1
3	CCOC(=O)C(CCc1nnc(N)s1)C(=O)OCC	2	-2	3	2

item	Gli-Sufu antag	APJ antagonist	EBI2 antag	697 NFkB inh
1	-13	-5	8	7
2	8	-6	-14	6
3	11	4	-7	10

The listing, previewed entries included:
item	SMILES	CCR6 antagonist	Jurkat NFkB inh	UBC13 polyUb	CXCR6 block
1	Cc1cc(C)c(S(=O)(=O)N2CCN(S(=O)(=O)N3CCCCCC3)CC2)c(C)c1	18	-9	2	4
2	Cc1ccc2cc(CN(CCCN(C)C)C(=S)NCc3ccccc3)c(=O)[nH]c2c1C	24	-13	12	-1
3	CCOC(=O)C(CCc1nnc(N)s1)C(=O)OCC	2	-2	3	2
4	O=C(c1cccc(NS(=O)(=O)c2ccccc2)c1)N1CCN(c2ccccc2)CC1	4	-3	-2	-9
5	O=C(CSc1ncnc2ccccc12)Nc1cccc(S(=O)(=O)N2CCCC2)c1	11	4	19	5
6	CCOC(=O)CN1C(=O)N[C@@H](c2ccc(Br)cc2)C(C(=O)OC)=C1C	13	-5	4	1
7	CC1(C)CC[C@]2(C(=O)O)CC[C@]3(CO)C(=CCC4[C@@]5(C)C[C@H](O)[C@H](O)[C@@](C)(C(=O)O)C5CC[C@]43C)[C@@H]2C1 (stereo partly drawn)	9	10	-4	-8
8	Cc1ccc(C2(C)NC(=O)N(CC(=O)Nc3ccc4c(c3)OCO4)C2=O)cc1 (stereo not drawn)	3	-2	-1	-8
9	O=C(/C=C/c1cccc([N+](=O)[O-])c1)c1ccco1	20	4	4	0
10	Cc1ccc(CN(c2ccc(C(=O)Nc3ccc4c(c3)OCO4)cc2)S(C)(=O)=O)cc1	5	0	-7	4
11	COc1ccc(OCc2cc(C(=O)N3CCCCCC3)no2)c(Cl)c1	6	-35	-13	12
12	COc1ccc(OCC(=O)Nc2ccccc2Cl)cc1	-5	-60	0	-3
13	Cc1nc(Oc2ccccc2)c2ccccc2n1	1	-14	-2	0
14	COC(C(=O)N1CCC(CCC(=O)Nc2ccccc2)CC1)c1ccccc1 (stereo not drawn)	3	-16	5	-3
15	Cc1oc(-c2ccc(Cl)cc2)nc1CS(=O)CC(=O)NC1CC1 (stereo not drawn)	12	1	8	3

item	Gli-Sufu antag	APJ antagonist	EBI2 antag	697 NFkB inh
1	-13	-5	8	7
2	8	-6	-14	6
3	11	4	-7	10
4	14	15	-8	-15
5	4	3	-13	1
6	-15	-7	-4	-22
7	-4	12	-4	0
8	-4	-7	-5	-5
9	27	20	-10	1
10	-4	-9	11	-7
11	-21	-5	3	-21
12	-4	-18	-1	13
13	-9	-6	2	-19
14	-8	-3	-2	-30
15	2	4	1	14

Continuation:
item	SMILES	CCR6 antagonist	Jurkat NFkB inh	UBC13 polyUb	CXCR6 block
16	COc1cc(/C=N/NC(=O)C[n+]2ccccc2)cc(OC)c1OC(C)=O	-3	13	9	8
17	N#CN=C1SCCS1	-7	0	-16	7
18	CCN(c1ccccc1)S(=O)(=O)c1ccc(Cl)c(NC(=O)CN(C)Cc2cccc(F)c2)c1	15	x	x	8
19	Cc1cccc(NC(=O)CCC2CCN(C(=O)C3CC=CCC3)CC2)c1 (stereo not drawn)	31	11	-8	-3
20	Cc1ccc(NC(=O)CSc2nnc(-c3ccncc3)n2C)cc1C	-1	-10	-7	-9
21	O=C(O)c1ccc(CNC(=O)C23CC4CC(CC(C4)C2)C3)cc1	4	-5	-2	0
22	COc1ccccc1NC(=O)Cn1nnc(C(=O)NCCc2ccccc2)c1N	-4	7	2	-6
23	O=C(Nc1nnc(-c2ccc(Cl)cc2)o1)c1ccc(N2C(=O)CCC2=O)cc1	10	5	-29	0
24	O=C(C1CC1)N1CCc2sccc2C1c1ccc(Cl)cc1 (stereo not drawn)	18	0	0	6
25	O=C(NC1CCCC1)C1C2C=CC(C2)C1C(=O)N1CCOCC1 (stereo not drawn)	6	1	-11	5
26	COc1cccc(CCNC(=O)c2ccc(OC)c(OC3CCN(C(C)C)CC3)c2)c1	8	-9	4	4
27	O=C(N=C1N=C2C=CC=CN2Cc2ccccc21)c1ccc(S(=O)(=O)N2CCCC2)cc1	15	-41	14	9
28	CCN(CC)c1ccc(C(=O)OCC(=O)Nc2cccc(S(=O)(=O)NC3=NCCCCC3)c2)cc1	29	-6	-1	0
29	O=C(NNC(=O)c1c(F)cccc1F)c1ccccc1OC(F)(F)F	11	-16	-7	7
30	O=C1CN(C(=O)CNCc2ccccc2)c2ccccc2N1	-8	0	-2	-6

item	Gli-Sufu antag	APJ antagonist	EBI2 antag	697 NFkB inh
16	1	5	-9	20
17	-2	12	-2	0
18	9	x	15	x
19	3	-4	0	4
20	-1	-48	-2	0
21	0	-2	1	-6
22	-11	5	-11	-1
23	-9	0	-5	9
24	9	6	2	9
25	22	1	-6	4
26	16	5	-7	-26
27	-41	3	1	-53
28	-6	3	-1	-9
29	7	24	-8	-3
30	15	27	-6	9

Full records, quoted from the list. Values in the order: CCR6 antagonist	Jurkat NFkB inh	UBC13 polyUb	CXCR6 block	Gli-Sufu antag	APJ antagonist	EBI2 antag	697 NFkB inh
O=C(NNC(=O)c1c(F)cccc1F)c1ccccc1OC(F)(F)F is listed as 11	-16	-7	7	7	24	-8	-3
N#CN=C1SCCS1 is listed as -7	0	-16	7	-2	12	-2	0
O=C(O)c1ccc(CNC(=O)C23CC4CC(CC(C4)C2)C3)cc1 is listed as 4	-5	-2	0	0	-2	1	-6

Following part:
item	SMILES	CCR6 antagonist	Jurkat NFkB inh	UBC13 polyUb	CXCR6 block
31	CCOC(=O)C1=C(C)NC(SCC(N)=O)=C(C#N)C1c1ccccc1 (stereo not drawn)	27	-3	14	0
32	O=C(CSc1nnc(-c2cccnc2)s1)Nc1ccc(C(=O)O)cc1	9	-3	-4	0
33	CCN1CCN(S(=O)(=O)c2c(C)[nH]c(C)c2C(=O)N2CCCCC2)CC1	19	3	2	5
34	Cc1ccc(NC(=O)/C=C/c2ccc3c(c2)OCO3)nc1	25	-104	10	-1
35	Cc1ccc(C)c(OC2=NS(=O)(=O)c3ccccc32)c1	15	x	x	0
36	C[C@]12CCC3C(CC[C@H]4CC(O)CC[C@]34C)C1CC/C2=N/NC(=O)c1ccncc1 (stereo partly drawn)	5	7	-2	0
37	CCOC(=O)C1=C(CN2CCCCCC2)NC(=O)NC1c1cccc([N+](=O)[O-])c1 (stereo not drawn)	11	8	6	5
38	Cc1c(Cl)cccc1NC(=O)c1cccc(NC(=O)CCC(=O)O)c1	6	-9	-3	-16
39	CCNc1c(NS(=O)(=O)c2ccc(C3CCCCC3)cc2)c(=O)oc2ccccc12	0	-18	8	-6
40	O=C(NCc1ccc(Cl)c(Cl)c1)c1ccco1	2	6	2	5
41	CCOC(=O)C1=C(C)NC(C)=C(C(=O)OCC)C1C(=O)OCC(=O)N1CCc2ccccc2C1	7	-13	2	10
42	CSc1ncc(Cl)c(C(=O)Nc2cccc3ccccc23)n1	-3	6	-8	-9
43	CC(/C=C1\SC(=S)N(CCC(=O)Nc2cccc(C(=O)O)c2)C1=O)=C\c1ccccc1	10	10	-26	3
44	CCn1c(SCc2ccccc2)nc2c1c(=O)[nH]c(=O)n2C	1	-6	6	8
45	Cc1ccccc1NC(=S)N(CCc1c(C)[nH]c2ccc(F)cc12)Cc1cccnc1	13	1	6	-1

item	Gli-Sufu antag	APJ antagonist	EBI2 antag	697 NFkB inh
31	1	14	-6	8
32	1	12	-8	-4
33	-3	-3	-10	-5
34	-108	12	0	-93
35	4	x	-5	x
36	-15	4	0	-6
37	-26	-10	16	4
38	8	-13	1	-17
39	1	-4	-15	-24
40	20	18	12	-1
41	4	2	-11	2
42	-8	20	-11	-1
43	41	15	5	9
44	5	-3	3	-27
45	13	5	8	18

Continued.
item	SMILES	CCR6 antagonist	Jurkat NFkB inh	UBC13 polyUb	CXCR6 block
46	CCOC(=O)c1csc(NC(=O)c2ccc(S(=O)(=O)N3CCCC3)cc2)n1	0	5	-2	4
47	COc1cccc(C(=O)Nc2cccc3ccccc23)c1OC	9	-11	-3	-11
48	CS(=O)c1ccccc1-c1nc(-c2ccc(Cl)cc2)no1 (stereo not drawn)	18	-21	4	2
49	COC(=O)CSc1ccc(S(=O)(=O)N2CCCCCC2)cc1[N+](=O)[O-]	1	3	3	-14
50	Cc1nn(S(=O)(=O)c2ccc(F)cc2)c(C)c1S(=O)(=O)N1CCOCC1	3	7	0	4
51	Cc1noc(C)c1CNCc1ccccc1	8	-45	-1	-6
52	COC(=O)Nc1sc2nc(C)cc(C)c2c1-n1cccc1	2	3	14	-1
53	Cc1ccccc1NC(=O)COC(=O)Cc1cccc(C(F)(F)F)c1	1	-1	-5	-2
54	O=C(c1ccc(-c2ccccc2)cc1)N1CCN(Cc2ccccn2)CC1	6	x	x	0
55	COc1cc(C2C(C#N)=C(C)NC3=C2C(=O)CC(C)(C)C3)ccc1OCCO (stereo not drawn)	-10	-13	3	-1
56	S=C(Nc1cccc(Cl)c1)NC1CCCCC1	-5	-5	-1	-21
57	O=C(N/N=C/c1ccc2c(c1)OCO2)c1ccc(NC(=O)c2ccccc2Cl)cc1	6	10	-4	2
58	CSc1nc2ccccc2n1CC(=O)Nc1c(C)n(C)n(-c2ccccc2)c1=O	2	-9	6	-1
59	COc1ccc(C2CC(=O)N(c3ccccc3)C3=C2C(=O)CCC3)cc1 (stereo not drawn)	3	1	-1	0
60	O=C(c1ccc2c(=O)n3c(nc2c1)CCCCC3)N1CCN(c2cccc(Cl)c2)CC1	6	-14	-4	1

item	Gli-Sufu antag	APJ antagonist	EBI2 antag	697 NFkB inh
46	-12	-1	-5	5
47	-14	11	12	-13
48	-26	10	-12	-39
49	-5	-5	0	1
50	17	16	-2	10
51	15	8	-7	-17
52	-4	10	1	2
53	5	-11	-13	1
54	21	x	18	x
55	-15	15	-5	14
56	14	-25	-17	-1
57	-15	-12	8	13
58	7	13	1	15
59	2	-14	-6	1
60	-10	-2	12	-15
